# GPR7 antag: blocks human GPR7 receptor signaling. P48145. actives 1.1% (n = 290,000). AID 1861. GPR7-expressing cells, fluorescence antagonist assay. inhibition, % at 4.4 µM; in the data active = inhibition above about 16%, passing the limit was not always enough;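 also: cells stimulated with the agonist NPW; 0% = agonist with vehicle and 100% = vehicle without agonist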
# Target sequence (P48145 whole entry, looked up): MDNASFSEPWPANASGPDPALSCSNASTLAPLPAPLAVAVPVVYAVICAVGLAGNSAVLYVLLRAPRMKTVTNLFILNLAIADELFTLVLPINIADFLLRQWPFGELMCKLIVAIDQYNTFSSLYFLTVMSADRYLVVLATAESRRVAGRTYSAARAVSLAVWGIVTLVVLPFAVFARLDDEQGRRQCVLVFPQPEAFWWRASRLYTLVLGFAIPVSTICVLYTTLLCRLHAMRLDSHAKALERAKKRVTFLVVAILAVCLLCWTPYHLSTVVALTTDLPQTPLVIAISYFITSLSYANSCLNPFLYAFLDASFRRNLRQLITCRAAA
# MEKK3 PB1 HTS: MEKK3-MEK5 PB1 interaction, increase or decrease; Q99759; bead-based flow cytometry, Alexa488-MEK5 binding to MEKK3; actives lie on both sides; 0 = blocked by unlabeled MEK5, 100 = vehicle; binding response (% of control), % at 10 µM; actives 1.4% (n = 290,000); AID 1529;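 active = binding response more than 3 SD above or below the average of its plate-row segment, actives on both sides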;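 also: Alexa488 bead fluorescence after subtracting the streptavidin-only scavenger bead signal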
# Target sequence (Q99759 whole entry, looked up): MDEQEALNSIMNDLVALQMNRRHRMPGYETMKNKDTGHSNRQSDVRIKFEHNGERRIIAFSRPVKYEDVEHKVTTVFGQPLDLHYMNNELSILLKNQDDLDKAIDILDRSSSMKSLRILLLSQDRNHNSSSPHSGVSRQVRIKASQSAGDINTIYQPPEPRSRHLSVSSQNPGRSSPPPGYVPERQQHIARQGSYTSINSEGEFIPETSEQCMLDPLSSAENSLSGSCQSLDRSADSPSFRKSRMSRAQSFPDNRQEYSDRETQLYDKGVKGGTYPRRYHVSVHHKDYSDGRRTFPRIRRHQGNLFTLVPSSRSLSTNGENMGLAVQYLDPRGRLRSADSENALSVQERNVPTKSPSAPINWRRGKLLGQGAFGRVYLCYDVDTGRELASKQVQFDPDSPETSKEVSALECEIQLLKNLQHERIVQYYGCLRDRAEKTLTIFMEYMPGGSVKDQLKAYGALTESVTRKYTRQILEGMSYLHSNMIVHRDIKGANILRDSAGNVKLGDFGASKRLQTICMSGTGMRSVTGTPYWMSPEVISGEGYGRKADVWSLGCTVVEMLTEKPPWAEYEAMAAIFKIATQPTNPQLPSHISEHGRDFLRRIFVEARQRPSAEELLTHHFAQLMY
# NALP1 inh: NALP1 inhibition; S. cerevisiae NALP1/ASC/caspase-1 growth, X-gal OD620, 72 h; inhibition, % at 10 µM; actives 0.61% (n = 280,000); in the data active = inhibition mostly above about 24%, no sharp cut-off; inactive = mostly below about 32%; also: some compounds called inactive have numbers as strong as hits
# OXTR agonist: human OXTR agonism. P30559. actives 0.32% (n = 320,000). AID 2435. CHO-OTR cells, Fluo-8 calcium fluorescence; normalized: DMSO 0%, oxytocin 100%. activation, % at 3 µM;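 active = activation above the mean of all tested compounds plus 3 SD, cutoff set per screening run, cut at about 20% in these data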;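 also: peak over basal fluorescence ratio from a 100 s FLIPR kinetic read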
# PfM18AAP inh: PfM18AAP enzyme inhibition; actives 1.2% (n = 290,000); inhibition, % at 7.35 µM; AID 1822; recombinant PfM18AAP, H-Glu-NHMec fluorogenic cleavage;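 active = inhibition above the campaign mean inhibition over all tested compounds plus 3 SD, cut at about 28% in these data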;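 also: 0% = plate median of test compound wells and 100% = 2 mM ZnCl2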
# PHOSPHO1 block: PHOSPHO1 (human) inhibition; recombinant PHOSPHO1, absorbance phosphatase assay; inhibition, % at 13.3 µM; Q8TCT1; actives 1.1% (n = 290,000); in the data active = inhibition above about 60%
# DNA FID counter: displaces DNA intercalator in HCV helicase counter-screen; inhibition, % at 7.9 µM; actives 0.17% (n = 290,000); DNA fluorescent intercalator displacement, fluorescence; in the data active = inhibition above about 37%;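 also: 0% = vehicle and 100% = reference compound; higher means more ethidium bromide displaced from hairpin DNA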
# MEKK2 WT-MEK5: raises or lowers MEK5 binding to wildtype human MEKK2 PB1 domain | Q9Y2U5 | bead flow cytometry, Alexa488-MEK5 binding to MEKK2 WT; actives lie on both sides | binding response (% of control), % at 10 µM | actives 1.1% (n = 290,000) | AID 1531; in the data active = binding response below about 67% or above about 130%
# MEKK2 mut-MEK5: signal of MEK5 binding to mutant human MEKK2 PB1 domain | AID 1530 | actives 0.35% (n = 290,000) | bead flow cytometry, Alexa488-MEK5 binding to MEKK2 mutant | percent response, % at 10 µM; in the data active = percent response above about 24%, passing the limit was not always enough; also: inactives centre near 1; some results filed as inactive read as strong as hits; reference of the scale not given here
# An asterisk follows results filed as active; · = no result given.
SMILES,GPR7 antag,MEKK3 PB1 HTS,NALP1 inh,OXTR agonist,PfM18AAP inh,PHOSPHO1 block,DNA FID counter,MEKK2 WT-MEK5,MEKK2 mut-MEK5
c1ccc(CCCN2CCN(c3ccccc3)CC2)cc1,-13,96,6,-1.2,-3,3,3,106,7
Cc1c(/C(O)=C2/C(=O)C(=O)N(CCN3CCOCC3)C2c2cccnc2)cnn1-c1ccccc1 (stereo unspecified),-1,110,-3,0.2,5,-11,-10,115,11
Cc1nn(Cc2ccc(Cl)c(Cl)c2)c(C)c1NC(=O)c1cc(CC(C)C)on1,1,112,28,-1.2,-14,-10,-29,107,4
C=CCN(CC=C)CCCOc1ccc(Br)cc1Cl,-13,99,-11,0.2,7,26,2,103,-2
CCOCCCNC(=O)C(c1ccc(OC)cc1)N(Cc1ccc2c(c1)OCO2)C(=O)c1ccccc1O (stereo unspecified),-11,104,2,0.5,-1,-10,-36,104,6
COc1ccc(CN(CCCN2CCOCC2)S(=O)(=O)N(C)C)cc1OC,-1,105,-2,1.4,-2,5,0,105,12
COc1cc(/C=C2\CC/C(=C\c3cc(OC)c(OC)c(OC)c3)C2=O)cc(OC)c1OC,9,97,32,-1.5,-18,-4,-12,77,-3
COc1ccc(NC(=O)CS(=O)(=O)c2cn(CC(=O)N3CCOCC3)c3ccccc23)cc1OC,-5,100,-5,-0.2,6,18,-15,106,6
COc1ccc(CNC(=O)C(c2ccco2)N(C(=O)c2snc(C(N)=O)c2N)c2ccccc2OC)cc1 (stereo unspecified),-10,99,-5,-0.2,10,42,-37,94,-3
CC1CCc2nc(/C(C#N)=C/c3cccnc3)sc2C1 (stereo unspecified),-9,105,15,-1.9,-5,20,-9,100,0
CC1CCCCN1C(=O)c1cc2ccccc2cc1O (stereo unspecified),-4,106,18,1.1,1,12,-18,111,7
CCNC(=O)NC(=O)C(C)OC(=O)c1cccnc1SC (stereo unspecified),-13,101,·,-1.2,-3,·,-4,101,-3
CC1=C(C(=O)Nc2ccc(C)cc2C)C(c2ccc(C)o2)NC(=O)N1 (stereo unspecified),-6,108,0,-0.1,0,-4,-7,105,6
CCOC(=O)c1c(C)[nH]c(C(=O)OCc2ccc(C)cc2)c1C,-15,106,4,-0.3,-1,15,-18,110,7
CCOc1ccccc1/C=N/n1c(C2CCCCC2)n[nH]c1=S,5,102,-2,-2.2,5,-107,-34,98,-1

# Arranged by molecular weight (low to high): part of the list above
SMILES,GPR7 antag,MEKK3 PB1 HTS,NALP1 inh,OXTR agonist,PfM18AAP inh,PHOSPHO1 block,DNA FID counter,MEKK2 WT-MEK5,MEKK2 mut-MEK5
CCNC(=O)NC(=O)C(C)OC(=O)c1cccnc1SC (stereo unspecified),-13,101,·,-1.2,-3,·,-4,101,-3
CCOc1ccccc1/C=N/n1c(C2CCCCC2)n[nH]c1=S,5,102,-2,-2.2,5,-107,-34,98,-1
C=CCN(CC=C)CCCOc1ccc(Br)cc1Cl,-13,99,-11,0.2,7,26,2,103,-2
COc1ccc(CN(CCCN2CCOCC2)S(=O)(=O)N(C)C)cc1OC,-1,105,-2,1.4,-2,5,0,105,12
COc1ccc(NC(=O)CS(=O)(=O)c2cn(CC(=O)N3CCOCC3)c3ccccc23)cc1OC,-5,100,-5,-0.2,6,18,-15,106,6
CCOCCCNC(=O)C(c1ccc(OC)cc1)N(Cc1ccc2c(c1)OCO2)C(=O)c1ccccc1O (stereo unspecified),-11,104,2,0.5,-1,-10,-36,104,6

# The listing picks up, repeating the 2 entries before the break.
SMILES,GPR7 antag,MEKK3 PB1 HTS,NALP1 inh,OXTR agonist,PfM18AAP inh,PHOSPHO1 block,DNA FID counter,MEKK2 WT-MEK5,MEKK2 mut-MEK5
CCOC(=O)c1c(C)[nH]c(C(=O)OCc2ccc(C)cc2)c1C,-15,106,4,-0.3,-1,15,-18,110,7
CCOc1ccccc1/C=N/n1c(C2CCCCC2)n[nH]c1=S,5,102,-2,-2.2,5,-107,-34,98,-1
COc1ccc(NC(=O)CN2C(=O)NC3(CCCC3)C2=O)cc1Cl,3,93,6,-0.8,3,26,-9,94,0
CCOC(=O)C1CCN(C(=O)c2ccc(Cl)c(Cl)c2)CC1,0,100,32,-0.5,7,0,-22,99,-5
CCCCC(=O)c1c(O)c2ccccc2oc1=O,-8,96,15,-0.6,7,26,-4,101,3
Cc1cccc(C2=N/C(=C/c3cccs3)C(=O)O2)c1,4,94,8,-0.2,-11,-5,-10,89,-12
Cc1cccc(OCCCC(=O)Nc2nnc(C3CCCO3)s2)c1C (stereo unspecified),-7,109,0,-0.9,-2,21,-20,111,8
CC1(C)CC(=O)C(C=NCCc2ccccn2)=C(O)C1,-4,96,2,0.3,1,20,-6,99,-2
Cc1c(CCO)c(=O)[nH]n1S(=O)(=O)c1ccc(F)cc1,9,100,8,0.4,-9,9,-3,105,6
C=CCC1NS(=O)(=O)OC2CCCC12 (stereo unspecified),1,102,3,0.0,0,10,0,98,-2
Clc1ccc(C2=NN(c3ccccc3)C(c3ccco3)C2)cc1 (stereo unspecified),-12,89,6,0.1,6,4,-3,91,-14
CCOC(=O)C1CCCN(C(=O)c2cc3cc(F)ccc3[nH]2)C1 (stereo unspecified),0,107,24,6.9,-17,23,-26,111,2
CSc1n[nH]c(NC(C)=O)n1,-4,102,14,0.5,-2,-1,1,102,1
Cc1ccc(C(=O)N(CC(=O)NC2CCCC2)c2ccccc2C)s1,-4,102,3,-1.7,7,20,-26,103,2
CCC(C)C(NS(=O)(=O)c1ccc(C)cc1)C(=O)Oc1ccc2c3c(c(=O)oc2c1)CCC3 (stereo unspecified),-8,102,10,-0.6,-12,10,-7,100,3
COCCN(Cc1ccccc1)C(=O)c1cc(-c2ccc(OC)c(OC)c2)nc2ccccc12,-23,104,21,0.1,-1,14,-57,101,4
Cc1ccc(/C=C2/NC(=O)N(Cc3ccccc3)C2=O)s1,2,100,5,13,-4,14,1,96,-2
CC1CCCN(c2nc3c(c(=O)n(C)c(=O)n3C)n2CCSc2nc3ccccc3o2)C1 (stereo unspecified),-3,101,11,-1.7,-13,-3,-5,101,0
Cc1ccc(S(=O)(=O)NC(=O)c2cccc(Br)c2)cc1,-14,107,9,0.4,-4,29,-8,111,11
CC(C)c1ccc(S(=O)(=O)Nc2ccc(SC(F)F)cc2)cc1,-8,98,30,0.0,-6,7,-4,100,2
COc1ccc(N2CCN(CC(=O)c3ccccc3)CC2)cc1,3,101,21,0.9,5,24,-6,112,10
COc1cc(=O)n2c(-c3ccccc3)csc2n1,-15,98,7,-2.0,5,6,-4,97,4
COCCn1c(SCc2cccnc2)nnc1-c1c[nH]c2ccccc12,-2,109,17,-1.0,-1,27,-12,109,6
CCOc1ccc(NC(=O)C2=C(C)C(=O)OC23CCC(C)CC3)cc1 (stereo unspecified),-21,99,-11,-1.0,8,15,-24,102,5
Cc1noc(C)c1COc1ccccc1C(=O)NC1CCC(C)CC1 (stereo unspecified),5,97,0,-1.5,-9,13,-33,96,3
COc1ccc(-c2nnc(SCC(=O)NCc3cccs3)n2CC(C)C)cc1,-3,97,16,-1.2,2,15,-26,101,11
COC(=O)CCCNC(=O)CCc1nnc(-c2ccc(-c3ccccc3)cc2)o1,-10,99,·,4.4,1,·,-34,102,5
Cn1cccc1Cc1nnc(SCC(=O)NCc2ccc(F)cc2)n1-c1ccc(F)cc1,·,97,·,0.6,·,13,·,95,0
COc1ccc2cc3cc(C(=O)NCc4ccc5c(c4)OCO5)oc3nc2c1,7,·,10,-2.0,7,-4,-5,·,·
CC1CCCN(c2c3c(nc4ccccc24)CCCC3)C1 (stereo unspecified),-3,105,33,0.8,-5,24,-5,108,4
Cc1cccc(OCc2cc(-c3ccccc3)no2)c1C,-10,99,5,0.1,1,23,-16,102,2
CCc1cccc(C)c1NC(=O)C1CCCO1 (stereo unspecified),-4,93,-15,1.6,-1,-11,-1,96,-1
Cc1ccc(NC(=O)Cn2c(=O)n(CCCC(=O)NCc3ccco3)c(=O)c3ccccc32)cc1,-9,104,6,0.0,6,-10,-2,101,5
CN(C)c1ccc(S(=O)(=O)NCC(=O)NCc2ccccc2)cc1[N+](=O)[O-],-8,103,0,-1.0,17,36,-5,102,5
COC(=O)c1ccccc1NC(=O)CSCC(=O)Nc1ccc(F)cc1,-6,97,18,1.0,5,17,-11,95,-1
COCCNCCCOc1ccc(C)cc1Br,-4,100,4,0.2,-5,5,11,105,1
CCC(=O)N1CCc2cc(Br)cc(S(=O)(=O)N3CCC(C(=O)NCCCOC(C)C)CC3)c21,-7,99,4,0.1,-29,24,-44,92,-4
Cc1oc(-c2ccc(Cl)cc2)nc1CS(=O)CC(=O)NCCCN1CCN(Cc2ccccc2)CC1 (stereo unspecified),22,96,11,5.3,-8,24,8,118,5
O=C(NCc1cccnc1)C(=O)NCC1OCCN1S(=O)(=O)c1cc(F)ccc1F (stereo unspecified),-6,104,·,-0.6,-24,19,-5,106,5
CC(O)CNCCCOc1ccccc1OCc1ccccc1 (stereo unspecified),-2,104,8,0.8,4,-11,13,105,2
CC(NC(=O)Nc1ccccc1)C(c1cccs1)N1CCN(C)CC1 (stereo unspecified),-2,102,·,0.4,-14,3,7,107,10
N#CCC(=O)Nc1ccccc1C(=O)O,0,103,1,-0.4,6,13,1,105,6
CC(O)Cc1cn(CC(=O)N2CCN(C(=O)OC(C)(C)C)CC2)nn1 (stereo unspecified),-5,105,0,-0.8,3,-8,-4,102,4
Clc1ccc(Cn2ccc(-c3ccc4c(c3)OCO4)n2)cc1Cl,-3,100,0,-0.2,-2,-20,-9,98,-1
Cc1ccc(C(=O)N2CCC(N3CCC(C(=O)N4CCOCC4)CC3)CC2)cc1C,-2,108,11,0.2,4,33,-9,109,8
Cc1ccc(NC2(C(F)(F)F)N=C(c3ccccc3)NC2=O)nc1 (stereo unspecified),-8,100,24,-1.6,-8,-7,-2,98,9
O=C1C(=O)N(CC2COc3ccccc3O2)c2ccccc21 (stereo unspecified),28,99,12,-0.3,12,33,-2,101,1
CNC(=O)c1ccccc1NC(=O)c1ccco1,-9,101,-10,1.9,-4,2,1,105,4
COc1cccc(OCC(O)CO)c1 (stereo unspecified),-8,94,1,0.5,1,2,-3,103,2
OCCNc1nc(Nc2ccc(Cl)cc2)nc(N2CCCC2)n1,·,108,·,-2.2,·,·,·,113,5
O=C(Cn1c(=O)[nH]c2ccsc2c1=O)NC1CCCCC1,-11,107,1,0.2,-2,5,2,107,11
CN(Cc1ccccc1)S(=O)(=O)c1ccc(NC(=S)NC(=O)C(C)(C)C)cc1,1,102,7,-0.8,-5,-2,2,98,-1
OCCNc1nc2ccccc2n1CC(O)c1ccccc1 (stereo unspecified),-9,100,9,0.5,1,-40,11,95,-6
CN1C(=O)C(CC(=O)Nc2ccccc2)S/C1=N/c1nccs1 (stereo unspecified),7,99,-7,-0.1,5,32,1,90,-9
Cc1ccc(C(=O)Nc2oc(-c3ccccc3)cc2C#N)cc1,-6,106,33,-0.1,-3,-3,0,114,12
CCCn1c(SCC(=O)O)nc2ccccc21,-11,110,9,0.7,1,-3,-4,114,7
O=C(C1CCCN(S(=O)(=O)Cc2ccccc2)C1)N1CCCCC1 (stereo unspecified),-3,102,5,4.2,-6,-5,-10,103,4
COc1ccc(C(=O)CN2C(=O)NC(C)(c3ccc(C)cc3)C2=O)cc1OC (stereo unspecified),23,92,-2,14,-4,6,-21,88,-4
CCC1C(C#N)=C(SCC(N)=O)NC2=C1C(=O)CC(C)(C)C2 (stereo unspecified),-12,105,-6,-0.4,-4,-95,-14,99,1
Cn1c(N)c(C(=O)COC(=O)c2cccs2)c(=O)n(C)c1=O,-9,106,17,1.9,2,35,0,106,20
Cc1cc([N+](=O)[O-])c(C(C)(C)C)cc1N,-7,107,-1,-1.3,3,7,-2,106,6
